Assay outcomes: PubChem, National Center for Advancing Translational Sciences (NCATS)
CXXC DNA block: blocks binding of human MLL CXXC domain to DNA. Q03164. MLL-CXXC / FITC-HOXA9 DNA fluorescence polarization. Potency, µM (doses to about 115 µM), inactives show at the highest dose activity change, negative = inhibition, usual class: inhibitors. 290,000 compounds, 0.037% hits. AID 2662; active means well fitted inhibition curve with a large enough effect in the polarisation, with a control signal flat, not every such curve was filed as active; inconclusive means small, poorly fitted or top-dose-only effect, or effect the other way, or a change in a side signal; inactive means no such curve, though single readings can be large or run the other way; the % refers to the polarisation
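Fluorescence polarization: 7 uM MLL-CXXC (stock) preincubated 5 min with compounds, then 50 nM fluorescein-HOX-A9 DNA (stock) added; 30 min ambient. Buffer 50 mM Tris-HCl pH 7.5, 50 mM NaCl, 1 mM DTT, 0.05% BSA.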
uPA generation: inhibitors of cell surface uPA generation; cell surface uPA generation assay, qHTS; Potency, µM (highest dose often 38.3 µM), for the others: at the highest dose activity change, negative = inhibition, most hits filed as inhibitors; 330,000 compounds, 0.31% hits; AID 540303; active means well fitted inhibition curve with a large enough effect; inconclusive means small, poorly fitted or top-dose-only effect; inactive means no such curve, though single readings can be large or run the other way; tested in mouse RAW 264.7 cells; further: on the % scale 0 is the no-effect control and ±100 the full control effect; nearly all actives have a fitted effect of over 55% in size
RORgamma inh: ROR gamma (mouse) transcription inhibition. Potency, µM (highest dose often 53.6 µM), for the others: top-dose activity change, negative = inhibition, usual class: inhibitors. P51450. AID 2551. Drosophila S2 Gal4-RORgamma UAS-luciferase reporter, 20 h. 310,000 compounds, 5.4% hits; further: on the % scale 0 is the no-effect control and ±100 the full control effect; nearly all actives have a fitted effect of over 60% in size
Target sequence (P51450 whole entry, looked up, the tested form may be a part): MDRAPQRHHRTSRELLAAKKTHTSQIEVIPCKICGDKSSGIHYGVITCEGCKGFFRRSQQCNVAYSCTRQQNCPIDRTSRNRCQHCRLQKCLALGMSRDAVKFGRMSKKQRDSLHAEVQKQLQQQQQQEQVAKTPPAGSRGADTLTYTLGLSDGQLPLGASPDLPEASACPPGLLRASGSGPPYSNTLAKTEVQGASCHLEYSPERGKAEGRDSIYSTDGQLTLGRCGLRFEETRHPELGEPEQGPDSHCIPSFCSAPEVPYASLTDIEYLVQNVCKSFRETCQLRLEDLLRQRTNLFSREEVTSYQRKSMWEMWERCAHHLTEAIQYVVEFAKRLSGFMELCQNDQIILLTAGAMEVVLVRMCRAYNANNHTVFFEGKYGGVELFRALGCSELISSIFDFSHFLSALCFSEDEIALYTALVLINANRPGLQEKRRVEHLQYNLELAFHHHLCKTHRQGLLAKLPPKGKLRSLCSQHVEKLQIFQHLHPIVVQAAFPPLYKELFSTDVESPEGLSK
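Compounds are pin-transferred onto Drosophila Schneider cells expressing a copper-inducible Gal4–ROR gamma transactivation domain fusion. After 1 hr, copper sulfate is added to 700 uM final; luciferase is read 20 hr later.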
ELG1 genotoxic: inducers of genotoxicity in HEK293T ELG1-luciferase cells. HEK293T ELG1-luciferase reporter, luminescence, 16 h. 330,000 compounds, 1.3% hits. Potency, µM (doses to about 46 µM), without a hit: at the top dose activity change, positive = activation, most hits filed as activators; further: % of control where 0% means no effect; nearly all actives have a fitted effect of over 60% in size
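HEK293T cells expressing luciferase-tagged ELG1 were treated with compound or DMSO for 16 hr at 37°C. Luciferase activity was then read after 30 min with ONE-Glo at room temperature; rising signal flags genetic stress.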
BRCA1 expr up: BRCA1 expression activation; MCF7-BRCA1-FFLuc reporter, luminescence, 48 h; response scale: scaled: vehicle 0%, 10 µM genistein 100%; Potency, µM (top dose mostly 46.1 µM), for the others: at the top dose activation, actives largely listed as activators; 380,000 compounds, 1.1% hits; further: nearly all actives have a fitted effect of over 80% in size; some results filed as inactive show a strong effect at the top dose
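MCF7 cells carrying a BRCA1-firefly luciferase reporter (2000 cells/well, phenol-red free MEM) were attached for 2 h at 37 °C, then given compounds for 48 h. Luminescence was read 15 min after luciferase reagent; activity normalized to genistein (10 microM) and DMSO.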
FLuc modulator: inhibits or activates purified firefly luciferase, miR-21 counter-screen. purified FLuc, Km substrates, luminescence inhibition. Potency, µM (titrated, usually from 57.5 µM), without a hit: at the top dose activity change, negative = inhibition, actives largely listed as inhibitors. P08659. 360,000 compounds, 6.9% hits. AID 588342;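 further: plate controls were vehicle for no effect and reference inhibitor for full effect; nearly all actives have a fitted effect of over 55% in size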
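Purified P. pyralis luciferase (10nM final) with 10uM D-luciferin and 10uM ATP (Km levels) in 50mM Tris acetate pH 7.5, 10mM Mg acetate, 0.01% Tween-20, 0.05% BSA; qHTS 6-point titration, ~60 µM downward; luminescence read.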
Gal4-VP16 FLuc: inhibits Gal4-VP16 luciferase reporter, ROR gamma counter-screen. Drosophila S2 Gal4-VP16 UAS-luciferase, luminescence, 20 h. Potency, µM (series often up to 53.6 µM), inactives show at the top dose activity, negative = inhibition, usual class: inhibitors. 310,000 compounds, 3.5% hits;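 further: Gal4-VP16 expression switched on by copper sulfate through the metallothionein promoter; on the % scale 0 is the no-effect control and ±100 the full control effect; nearly all actives have a fitted effect of over 50% in size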
Rab9 prom act: activates the Rab9 promoter; 320,000 compounds, 2.8% hits; Huh7 Rab9 promoter-luciferase reporter, luminescence, 24 h; AID 485297; Potency, µM (doses to about 9.22 µM), for inactives: at the highest dose activation, negative = inhibition, most hits filed as activators; further: % of control where 0% means no effect; nearly all actives have a fitted effect of over 60% in size
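Luminescence from Amplite-detected luciferase (10 minutes, ambient) reports Rab9 promoter activation. Before that, stable Rab9-luciferase Huh7 cells (1500/well, reduced-serum OP-MEM I plus 10% FBS) were exposed to compound for 24 hours at 37C.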
p53 reactivation: mutant p53 re-activation in reporter cells. H1299 p53-A138V BP100-luciferase reporter, luminescence, 24 h. AID 504706. Potency, µM (titrated, usually from 92.2 µM), for inactives: top-dose activity change, positive = activation, most hits filed as activators. 320,000 compounds, 0.063% hits; further: % of control where 0% means no effect; nearly all actives have a fitted effect of over 45% in size
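p53-null H1299 cells stably carrying temperature-sensitive p53-A138V and a BP100-luciferase reporter were pinned with compounds (4-point, 1:5 series) and held 24 hrs at 37 deg C. Luminescence was read 10 min after detection reagent.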
NPC1 prom act: activates the NPC1 promoter; Huh7 NPC1 promoter luciferase reporter, 24 h; Potency, µM (series often up to 9.22 µM), without a hit: at the top dose activation, usual class: activators; 320,000 compounds, 2.4% hits; AID 485313;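 further: % of control where 0% means no effect; nearly all actives have a fitted effect of over 60% in size; reporter is driven by a mutant NPC1 promoter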
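NPC1 promoter–luciferase Huh7 cells; 24 h compound; luminescence.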
MBNL1 CUG block: inhibitors of human MBNL1 binding to CUG repeat RNA. Potency, µM (top dose mostly 57.5 µM), for inactives: at the highest dose activity change, negative = inhibition, hits mostly inhibitors. 280,000 compounds, 0.036% hits. AID 2675. Q9NR56. TR-FRET MBNL1-His/biotin-(CUG)12 binding, 665/545 ratio; active means well fitted inhibition curve with a large enough effect in the signal ratio, with a control signal flat, not every such curve was filed as active; inconclusive means small, poorly fitted or top-dose-only effect, or effect the other way, or a change in a side signal; inactive means no such curve, though single readings can be large or run the other way; the % refers to the signal ratio; further: on the % scale 0 is the no-effect control and ±100 the full control effect
Target sequence (Q9NR56 whole entry, looked up): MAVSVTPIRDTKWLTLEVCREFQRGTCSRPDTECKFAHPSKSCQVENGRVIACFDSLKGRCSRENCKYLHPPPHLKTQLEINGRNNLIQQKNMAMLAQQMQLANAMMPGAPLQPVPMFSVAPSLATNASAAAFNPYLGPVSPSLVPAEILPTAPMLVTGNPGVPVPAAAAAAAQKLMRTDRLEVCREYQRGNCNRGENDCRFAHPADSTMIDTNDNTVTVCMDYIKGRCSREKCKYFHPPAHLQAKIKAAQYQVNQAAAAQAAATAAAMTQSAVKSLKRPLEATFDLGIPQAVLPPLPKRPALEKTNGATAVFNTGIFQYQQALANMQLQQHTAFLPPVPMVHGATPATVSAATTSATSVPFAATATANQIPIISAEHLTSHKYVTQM
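TR-FRET readout: Ex 340 nm, 665/545 nm emission ratio, normalized to buffer-only (basal) and MBNL1-(CUG)12 controls. Complex of MBNL1-His with Biotin-(CUG)12, compounds 92 nM–58 uM, incubated 60 min at room temperature.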
Active calls of the source: *; ? = inconclusive; / = not tested or not shown; [ ] = dose if it differs, or a comment. Unless noted, the call rests on the fitted dose curve; in most records, active means well fitted curve in the direction sought with a large enough effect; inconclusive means small, poorly fitted or top-dose-only effect, or another doubt; inactive means no such curve, though single readings can be large; an effect the other way counts as inactive or inconclusive. Potency means the concentration at half of the fitted maximal effect. These rows are one share of the data. The share of hits here may be higher or lower than overall.

SMILES | CXXC DNA block | uPA generation | RORgamma inh | ELG1 genotoxic | BRCA1 expr up | FLuc modulator | Gal4-VP16 FLuc | Rab9 prom act | p53 reactivation | NPC1 prom act | MBNL1 CUG block
CC(=O)Nc1ccc(Nc2ccc([N+](=O)[O-])cn2)cc1 | -11% | 4% | 23% | 2% | 14% | -8% | -2% | 0% | -3% | 9% | ?
Cc1ccc2nc(N3C(=O)CNC3=S)sc2c1 | 2% | -11% | 1µM* | 21µM* | 15% | 1.5µM* | 3.5µM* | ? | 5% | 1.1µM* | 22%
CCOc1cccc(C(=O)NC(=S)Nc2cccc(NC(=O)c3ccccc3Cl)c2)c1 | 15% | 5% | -40%[10 µM] | -4% | -3% | ? | 0.63µM* | -6% | -3% | -7% | /
Cc1ccc(-c2nnc(Nc3ccc(O)cc3)c3ccccc23)cc1S(=O)(=O)NCCO | 13% | 7% | 36% | -1% | -8% | -16% | 0% | 0% | -62%[inhibitor] | -3% | ?
O=C(NCCc1ccccc1)C(=O)NCc1ccncc1 | -5% | 6% | 1% | 4% | 12% | 5% | -16% | -2% | -2% | -6% | 11%
COc1cc(/C=N/OCC(=O)Nc2ccc(OC(F)F)cc2)ccc1OCc1ccccc1 | 22% | -9% | -11%[10 µM] | 5% | -20% | ? | 3% | 14% | ? | 0% | /
CC(=O)Nc1ccc(C(=O)NCCN2CCOCC2)cc1 | -4% | -8% | 0% | 0% | -5% | -1% | 3% | -2% | -2% | -7% | 0%
CCOc1cc(C(=O)N2CCC3(CC2)NCCc2[nH]cnc23)cc(OCC)c1OCC | -12% | ? | -7% | -2% | 17% | -1% | 1% | -2% | -4% | 1% | -4%
Cc1cccc(NC(=O)CSCC(=O)Nc2cccc(S(=O)(=O)N3CCCCCC3)c2)c1 | / | -3% | / | -7% | -24% | -18% | / | -7% | 1% | 0% | /
CCOC(=O)c1ccc(NC(=O)CCS(=O)(=O)c2cccc3nonc23)cc1 | 8% | -2% | 10% | ? | -5% | 2% | 3% | 5% | 4% | -1% | ?
CC(C)(C)c1ccc(NC(=O)c2ccsc2)cc1 | -3% | -5% | -28% | ? | 0% | 1.1µM* | 7.9µM* | 0.4µM* | 12% | 0.45µM* | -1%
N#CCC(=O)N/N=C/c1cn(Cc2ccc(Cl)c(Cl)c2)c2ccccc12 | -1% | 2% | -37% | 10% | -61% | -1% | ? | -4% | -2% | -1% | /
COCCCNC(=O)[C@H](CSCc1ccccc1)N1Cc2ccccc2C1=O | -4% | -2% | 33% | 0% | 0% | 5% | 4% | 2% | -4% | -3% | -1%
O=C(/C=C/c1ccc2ccccc2n1)N1CCN(S(=O)(=O)c2ccccc2F)CC1 | -3% | ? | -1% | -4% | -54% | -3% | 19% | -10% | -5% | -9% | 11%
COc1ccc(CCN(C)C(=O)COc2ccc(N(C)S(=O)(=O)c3ccc(C)cc3)cc2)cc1OC | / | 5% | / | -10% | -27% | 2% | / | -2% | -3% | 0% | /
COc1cc(C(=O)Nc2nc(N)n(-c3ccccc3)n2)cc(OC)c1OC | 2% | 7% | -21% | 16% | -13% | 3% | 1% | 17% | 3% | 3% | 1%
COc1ccc(CCNC(=O)c2cc(S(=O)(=O)N3CCCCC3)ccc2Cl)cc1 | / | -2% | / | -3% | -18% | -7% | / | -17% | 7% | 1% | /
CN(CC(=O)Nc1ccccc1Br)C(=O)c1ccc2c(=O)n3c(nc2c1)CCC3 | / | -10% | / | 3% | -12% | 5% | / | -8% | -3% | -3% | /
Cc1ccc(OCc2nnc(SCC(=O)C(C)(C)C)n2Cc2ccco2)cc1 | 1% | -5% | 26% | -8% | -31% | 0% | -8% | 0% | 15% | 0% | -13%
O=C(O)C1CCN(Cc2cccnc2)CC1 | -4% | -1% | 32% | 1% | -19% | -2% | -8% | 1% | 10% | -10% | 5%
CC(=O)Nc1ccc(N=NN2CCOCC2)cc1 | 7% | 3% | 14% | ? | 27% | ? | ? | -2% | 18% | -4% | 8%
C[N+](C)(C)C(Cc1ccccc1)C(=O)[O-] (configuration not stated) | -5% | 9% | 5% | -2% | -2% | 3% | -6% | -2% | -2% | -4% | 12%
NCCCC(=O)N1c2ccccc2Sc2ccc(Cl)cc21 | -2% | -6% | 1% | -4% | -61% | -1% | -3% | 0% | -8% | -4% | -1%
Cc1cccc(C)c1NC(=O)COC(=O)c1nonc1N | -6% | -1% | -24% | 1% | 5%[1.84 µM] | 2% | -5%[0.365 µM] | 1% | 3% | 3% | -1%
CCN1CCN(C(=S)Nc2ccc(Cl)cc2)CC1 | 13% | -4% | -36% | -3% | 12% | ? | 0% | 1% | ? | 4% | -13%
CC(=O)c1ccc(S(=O)(=O)N(C)CC(=O)N2CCCCCC2)cc1 | ? | 13% | 40% | 0% | 4% | 0% | -5% | 0% | 0% | 2% | -3%
COc1ccccc1-n1nnnc1S(=O)(=O)Cc1ccc(Cl)cc1 | -7% | -1% | 11µM* | -41%[inhibitor] | -94% | 4% | ? | -10% | ? | -9% | -4%
CCN(CC)C(=O)OCc1c(-c2ccccc2)ncc2ccccc12 | / | 3% | / | 10% | 68% | ? | / | -3% | ? | ? | /
COc1ccc(N(CC(=O)N2CCN(Cc3ccccc3)CC2)S(C)(=O)=O)cc1Cl | -10% | -14% | -1% | -5% | 5% | 2% | 7% | -6% | ? | -2% | -10%
CCn1ncc(Br)c1C(=O)Nc1cccc(F)c1 | -4% | 3% | -2% | 5% | -27% | 9% | 2% | -2% | -3% | 1% | -9%
CC(C)CC(NC(=O)c1ccco1)C(=O)Nc1ccc2c(c1)OCCO2 (configuration not stated) | 1% | 7% | 5% | ? | 27% | ? | 8% | -5% | ? | 2% | -17%
CC1CCCC(C(=O)O)N1C(=O)CCSSCCC(=O)N1C(C)CCCC1C(=O)O (configuration not stated) | 5% | 0% | 12% | 1% | 0% | 1% | 2% | 13% | 3% | -4% | 6%

Single records, from the list above. Order of screens: CXXC DNA block, uPA generation, RORgamma inh, ELG1 genotoxic, BRCA1 expr up, FLuc modulator, Gal4-VP16 FLuc, Rab9 prom act, p53 reactivation, NPC1 prom act, MBNL1 CUG block
`CC1CCCC(C(=O)O)N1C(=O)CCSSCCC(=O)N1C(C)CCCC1C(=O)O` (configuration not stated) as listed: 5%, 0%, 12%, 1%, 0%, 1%, 2%, 13%, 3%, -4%, 6%
`CC(=O)c1ccc(S(=O)(=O)N(C)CC(=O)N2CCCCCC2)cc1` as listed: ?, 13%, 40%, 0%, 4%, 0%, -5%, 0%, 0%, 2%, -3%

Structural class: the compounds so far containing an aryl methoxy group
SMILES | CXXC DNA block | uPA generation | RORgamma inh | ELG1 genotoxic | BRCA1 expr up | FLuc modulator | Gal4-VP16 FLuc | Rab9 prom act | p53 reactivation | NPC1 prom act | MBNL1 CUG block
COc1cc(/C=N/OCC(=O)Nc2ccc(OC(F)F)cc2)ccc1OCc1ccccc1 | 22% | -9% | -11%[10 µM] | 5% | -20% | ? | 3% | 14% | ? | 0% | /
COc1ccc(CCN(C)C(=O)COc2ccc(N(C)S(=O)(=O)c3ccc(C)cc3)cc2)cc1OC | / | 5% | / | -10% | -27% | 2% | / | -2% | -3% | 0% | /
COc1cc(C(=O)Nc2nc(N)n(-c3ccccc3)n2)cc(OC)c1OC | 2% | 7% | -21% | 16% | -13% | 3% | 1% | 17% | 3% | 3% | 1%
COc1ccc(CCNC(=O)c2cc(S(=O)(=O)N3CCCCC3)ccc2Cl)cc1 | / | -2% | / | -3% | -18% | -7% | / | -17% | 7% | 1% | /
COc1ccccc1-n1nnnc1S(=O)(=O)Cc1ccc(Cl)cc1 | -7% | -1% | 11µM* | -41%[inhibitor] | -94% | 4% | ? | -10% | ? | -9% | -4%
COc1ccc(N(CC(=O)N2CCN(Cc3ccccc3)CC2)S(C)(=O)=O)cc1Cl | -10% | -14% | -1% | -5% | 5% | 2% | 7% | -6% | ? | -2% | -10%
